Screening data deposited in PubChem BioAssay by several laboratories.
bIAP act: increases bovine intestinal alkaline phosphatase activity; purified bovine IAP, CDP-star luminescence, 30 min; stronger effect = higher value; fold of DMSO-control signal, blank-subtracted; activation factor at 20 µM; hit rate 0.17% among 200,000; AID 1016;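 active means activation factor of 2 or more at 20 µM, a signal rise over negative controls twice the positive control's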
bIAP inhibitor: intestinal alkaline phosphatase (bovine) inhibition; 190,000 tested, under 10 active; inhibition, % at 20 µM; purified bovine IAP, CDP-star luminescence, 30 min;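 active means over 50% inhibition of intestinal alkaline phosphatase at 20 µM in the single-dose screen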
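Incubation: 30 min reaction at room temperature / Material: purified bovine intestinal alkaline phosphatase (IAP) enzyme / Input: enzyme at 1/65,000,000 dilution / Dosing: 20 µM single dose / Signal: CDP-star luminescence signal / Reagent: CDP-star chemiluminescent phosphatase substrate, 30 µM final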
APP 5UTR inh: APP translation inhibition; hit rate 0.82% among 190,000; SH-SY5Y APP 5'UTR-luciferase reporter, luminescence; inhibition, % at 2 µM;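 active means inhibition above a set limit, derived from the sample mean plus 3 SD, cut at about 45% in these data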; further: values of inactives mirror those of a sister screen read the other way
FLuc inhib CS: inhibits firefly luciferase, flagging false hits in luciferase inhibition screens; P08659; ATPLite firefly luciferase biochemical luminescence, 10 min; inhibition, % at 10 µM; hit rate 1.5% among 200,000; AID 1006;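 active means inhibition above about 50% when tested at 10 µM, limit read from the data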
RAM network inh: blocks the yeast RAM network. S. cerevisiae dse1pr::URA3 reporter, 5-FOA growth OD615, 2 d; analog-sensitive cbk1-as2 kinase mutant strain. inhibition, % at 50 µM. hit rate 1.8% among 190,000. AID 868;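 active means inhibition above a set limit, 3 SD over mean compound inhibition, cut at about 8.4% in these data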;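 further: 0% = DMSO-only wells with no growth and 100% = 10 µM 1-NA-PP1 full growth; inhibition rescues growth on 5-FOA so higher OD means more RAM inhibition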
TNAP act hiacc: activators of human TNAP at high phosphate acceptor concentration. P05186. purified TNAP, CDP-star luminescence, 1 M DEA, 30 min; stronger effect = higher value; 0 = EDTA background, 1 = DMSO-only activity. activation factor at 20 µM. 200,000 tested, under 10 active;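 active means activation factor at least 2 at 20 µM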
Target sequence (P05186 whole entry, looked up): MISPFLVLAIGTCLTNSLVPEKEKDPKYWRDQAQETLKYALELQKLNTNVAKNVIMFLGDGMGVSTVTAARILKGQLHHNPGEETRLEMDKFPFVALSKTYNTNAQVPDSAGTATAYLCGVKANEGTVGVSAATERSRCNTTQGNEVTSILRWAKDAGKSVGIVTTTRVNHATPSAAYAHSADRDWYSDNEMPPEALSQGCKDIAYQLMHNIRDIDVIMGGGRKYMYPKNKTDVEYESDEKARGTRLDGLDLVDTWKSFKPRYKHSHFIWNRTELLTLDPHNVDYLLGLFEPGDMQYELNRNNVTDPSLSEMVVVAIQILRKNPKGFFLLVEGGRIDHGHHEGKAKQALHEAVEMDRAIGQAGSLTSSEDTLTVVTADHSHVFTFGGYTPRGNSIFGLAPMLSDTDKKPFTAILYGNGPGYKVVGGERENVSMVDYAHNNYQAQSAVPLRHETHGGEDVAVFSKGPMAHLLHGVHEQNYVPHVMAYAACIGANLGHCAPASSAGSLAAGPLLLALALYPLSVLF
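Dosing: 20 µM single point. System: human TNAP. Amount: TNAP 1/800 final. Incubation: 30 min, room temperature. Read-out: TNAP activation factor scaled between EDTA and DMSO control wells. Signal: luminescence from CDP-star hydrolysis. Medium: 1 M DEA, pH 9.8, Mg2+, Zn2+. Control set: EDTA negative control, DMSO positive control.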
FLuc act counter: firefly luciferase counter-screen for stimulation assays; P08659; ATPlite luciferase biochemical, luminescence, 10 min; 0 = ATP-free wells, 1 = DMSO control; activation factor at 10 µM; 200,000 tested, under 10 active; AID 1027;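 active means luciferase activation factor, scaled between plate controls, of at least 2 with compound at 10 µM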
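Material: Luciferase/luciferin reagent mix | Doses: Test compounds dosed from 2 mM stocks in 100% DMSO | Timing: 10 min incubation after luciferase reagent addition, room temperature | Measured by: Luminescence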
TNAP inh hi DEA: blocks human TNAP under high phosphate acceptor concentration; inhibition, % at 20 µM; AID 1135; purified TNAP, CDP-star luminescence, 1 M DEA; hit rate 0.03% among 200,000;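 active means over 50% inhibition of tissue-nonspecific alkaline phosphatase at 20 µM in the single-dose screen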;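 further: plate controls were DMSO wells for no effect and EDTA-quenched wells as full inhibition for full effect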
L major viab: inhibitors of Leishmania major promastigote growth | inhibition, % at 10 µM | Leishmania major promastigotes, resazurin fluorescence viability | AID 1063 | hit rate 9% among 200,000; in the data active means inhibition above about 50%;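 further: promastigotes grown with compound for 44 hours at 28 °C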
TNAP inh no acc: TNAP (human) inhibition, acceptor-free conditions | hit rate 0.26% among 200,000 | inhibition, % at 20 µM | purified TNAP, CDP-star luminescence, 30 min | P05186;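 active means tissue-nonspecific alkaline phosphatase inhibition above about 50% at 20 µM in the single-dose screen, limit read from the data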;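 further: 0% = DMSO negative control and 100% = EDTA positive control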
Starred values were filed as active, the others as inactive; nt = not tested or not shown.

SMILES | bIAP act | bIAP inhibitor | APP 5UTR inh | FLuc inhib CS | RAM network inh | TNAP act hiacc | FLuc act counter | TNAP inh hi DEA | L major viab | TNAP inh no acc
Cc1ccc(S(=O)(=O)CC(=O)c2cc(C)c(O)c(C)c2)cc1 | 1 | -4 | -12 | 4 | 0.0 | 1.1 | 1 | -5 | 4 | -9
O=C(Nc1ccc2c(c1)OCCO2)c1ccc(Cl)c(S(=O)(=O)N2CCCCC2)c1 | 1 | 0 | -30 | 1 | 2.8 | 1 | 1 | -2 | -1 | -4
COc1cc(NC(=O)c2cc(-c3cccs3)on2)cc(OC)c1OC | 0.9 | 13 | 2 | -3 | -0.3 | 1 | 1 | -1 | -7 | -2
N#C/C(=N\O)c1nc2ccccc2s1 | 0.9 | 9 | 3 | -1 | 0.8 | 1 | 1 | -1 | -3 | 3
O=C(NCCc1ccc(Cl)cc1)C1CCN(S(=O)(=O)c2ccc(-n3cnnn3)cc2)CC1 | 0.9 | 11 | -6 | -12 | 2.1 | 1.1 | 1.1 | -10 | -4 | -1
Cc1nc(N/N=C/c2ccccc2)nc(N(C)c2ccccc2)c1[N+](=O)[O-] | 1 | 4 | -1 | 0 | 5.4 | 1 | 1 | 5 | 0 | 0
CCOC(=O)C(=Nc1ccc(Cl)cc1)NO | 1 | -3 | -4 | -2 | 1.4 | 1 | 1 | 0 | -8 | 3
O=C(O)C1CN(C(=O)c2cccc(Br)c2)C1 | 1 | -3 | -9 | -6 | 0.2 | 1 | 1.1 | -4 | 0 | -11
Clc1ccc(N2CCN(c3nc4nonc4nc3N3CCSCC3)CC2)nc1 | 0.9 | 12 | -9 | -8 | 3.4 | 1 | 1.1 | 0 | 30 | -4
COc1ccc2nc(NC(=O)C(NS(=O)(=O)c3cccc4nsnc34)C(C)C)sc2c1 (stereo not given) | 1.3 | -30 | 10 | -4 | 5.4 | 1 | 1 | -2 | 22 | 1
CCSC1=NCCN1S(=O)(=O)c1ccc2ccccc2c1 | 1 | -5 | -19 | 2 | -0.4 | 1 | 1 | -2 | 7 | -11
O=[N+]([O-])c1ccc(Sc2nnnn2-c2ccccc2)c(Cl)c1 | 0.3 | nt | 15 | -1 | 4.3 | 1 | 1 | 3 | 90* | -3
O=c1c[n+]([O-])c2ccccc2n1OCc1c(F)cccc1F | 1.1 | -6 | -2 | -11 | 3.9 | 1 | 1.1 | -3 | 0 | -12
O=C(N/N=C/c1cc([N+](=O)[O-])ccc1N1CCNCC1)c1ccc([N+](=O)[O-])cc1 | 1 | 4 | -15 | -9 | 1.6 | 1 | 1.1 | 3 | 86* | 9
CCn1c(=O)cc(SCC(=O)N2CCN(c3ccccc3OC)CC2)c2ccccc21 | 1 | -3 | -10 | -5 | 0.2 | 0.9 | 1 | 6 | -15 | -3

Look-ups from the list:
Under FLuc inhib CS, `COc1cc(NC(=O)c2cc(-c3cccs3)on2)cc(OC)c1OC` shows -3
Under APP 5UTR inh, `Clc1ccc(N2CCN(c3nc4nonc4nc3N3CCSCC3)CC2)nc1` shows -9
Under TNAP inh hi DEA, `O=[N+]([O-])c1ccc(Sc2nnnn2-c2ccccc2)c(Cl)c1` shows 3
Under TNAP inh no acc, `O=C(O)C1CN(C(=O)c2cccc(Br)c2)C1` shows -11

Record cards, from the list above. Order of screens: bIAP act | bIAP inhibitor | APP 5UTR inh | FLuc inhib CS | RAM network inh | TNAP act hiacc | FLuc act counter | TNAP inh hi DEA | L major viab | TNAP inh no acc
`Cc1nc(N/N=C/c2ccccc2)nc(N(C)c2ccccc2)c1[N+](=O)[O-]` in the list: 1 | 4 | -1 | 0 | 5.4 | 1 | 1 | 5 | 0 | 0
`O=C(NCCc1ccc(Cl)cc1)C1CCN(S(=O)(=O)c2ccc(-n3cnnn3)cc2)CC1` in the list: 0.9 | 11 | -6 | -12 | 2.1 | 1.1 | 1.1 | -10 | -4 | -1

Next entries
SMILES | bIAP act | bIAP inhibitor | APP 5UTR inh | FLuc inhib CS | RAM network inh | TNAP act hiacc | FLuc act counter | TNAP inh hi DEA | L major viab | TNAP inh no acc
CCCOP(=O)(c1ccc(N(C)C)cc1)C(O)c1cc(OC)c(OC)c(OC)c1 (stereo not given) | 1 | -1 | 3 | -6 | 0.6 | 1 | 1.1 | -4 | 0 | -9
CCC(/C=N/NC(=O)C(=O)N/N=C/C(CC)CC)CC | 1 | -3 | 0 | -6 | 4.5 | 1 | 1.1 | -4 | -2 | -34
O=c1cc(NCCc2ccccc2)c2ccccc2o1 | 0.9 | 7 | -50 | -2 | 3.5 | 1 | 1 | -4 | 22 | -6
CN(Cc1ccc2nonc2c1)Cc1nc(Cc2cccc(F)c2)no1 | 0.9 | 14 | 8 | -7 | -0.4 | 1.1 | 1.1 | -6 | 1 | -8
O=C(COc1cccc(Cl)c1)N/N=C\c1cc2ccccc2nc1Cl | 1 | -2 | -11 | -5 | 2.2 | 1 | 1 | -4 | -7 | -8
CCn1c(-c2cc3ccccc3cc2O)n[nH]c1=S | 1.4 | -43 | 10 | 2 | 1.2 | 1 | 1 | -4 | -11 | 1
Cc1ccc(N=Cc2c(O)[nH]c3ccccc23)c([N+](=O)[O-])c1 | 0.6 | 40 | -160 | 12 | 5.7 | 0.8 | 0.9 | 24 | -2 | 20
NC(=O)NC(Cc1ccccc1)C(=O)O (stereo not given) | 1 | -1 | -2 | -3 | 0.4 | 1 | 1 | 0 | -6 | -10
N#Cc1ccc(Oc2ccc(NC(=O)C3CC=CCC3C(=O)O)cc2)cc1 (stereo not given) | 0.9 | 10 | -11 | -8 | 1.6 | 1.1 | 1.1 | -7 | -13 | -8
CCOC(=O)COc1nc(Nc2ccccc2C)nc(N(C)C)n1 | 0.9 | 14 | 3 | -2 | -1.4 | 1 | 1 | -1 | 0 | -10
COCCNC(=O)CCc1nc(-c2ccccc2)no1 | 0.9 | 5 | -1 | -1 | 3.1 | 1 | 1 | -4 | -8 | -13
O=C(COC(=O)Cc1ccc(S(=O)(=O)N2CCOCC2)s1)NCc1ccccc1 | 1 | 1 | -5 | -6 | 2.4 | 1 | 1.1 | -4 | -9 | -10
COc1ccc(/C(O)=C2/C(=O)C(=O)N(CCCN(C)C)C2c2ccccc2)cc1OC (stereo not given) | 0.8 | 23 | -8 | -5 | 1.5 | 1 | 1.1 | -1 | -6 | -10
CCOc1cc(C2NC(=O)NC(c3ccccc3)=C2C(=O)c2ccccc2)c(Br)cc1OCC(=O)O (stereo not given) | 1.1 | -9 | -8 | -5 | 3.0 | 1 | 1.1 | -1 | -7 | -4
C/C(=C\c1ccccc1)C(=O)N1CCN(c2cccc(C(F)(F)F)c2)CC1 | 1 | 4 | -15 | -4 | 3.0 | 1 | 1 | -2 | 55* | -11
CCOC(=O)COc1c(/C=N\O)cc(Cl)cc1OC | 1 | -4 | 2 | -1 | 0.3 | 1 | 1 | 0 | -8 | -4
CCn1c(CN2CCN(C(=O)c3ccco3)CC2)nc2c1c(=O)n(C)c(=O)n2C | 0.9 | 6 | 7 | -6 | 0.8 | 1 | 1.1 | -3 | 8 | -12
Cc1ccc(-c2cc(C(=O)N/N=C\c3cnn(C)c3C)c3ccccc3n2)cc1C | 1.2 | -16 | 13 | 50 | 0.2 | 1 | 0.5 | 3 | 17 | -3
Cc1ccc(C(C)C)c(OCC(=O)Nn2c(C)nc3ccccc3c2=O)c1 | 1 | -1 | -7 | 3 | -0.7 | 1 | 1 | -1 | 0 | -14
COc1cccc(Cn2c(=O)sc3ccccc3c2=O)c1 | 1 | -3 | -26 | 3 | 2.1 | 1 | 1 | 1 | 14 | -8
CCCCN(CCCC)S(=O)(=O)c1ccc(NS(=O)(=O)c2ccc(NC(C)=O)cc2)cc1 | 1 | -4 | 0 | -2 | 17* | 1 | 1 | -4 | -12 | -7
Cc1ccc(OCC(=O)OC2CCCN(C)C2)cc1 (stereo not given) | 1 | 3 | -15 | -1 | 1.2 | 1 | 1 | 2 | -4 | -3
Clc1ccc2nncn2n1 | 1.1 | -10 | -23 | -2 | 0.9 | 1 | 1 | 0 | 19 | -2
COC(=O)/C(=C/c1c[nH]c2ccccc12)NC(C)=O | 0.9 | 7 | -13 | -1 | -1.3 | 1 | 1 | 3 | 0 | -4
Cc1sc2ncnc(NCC3CCCO3)c2c1C (stereo not given) | 1 | 1 | -7 | -3 | 1.2 | 1 | 1 | -1 | 34 | -8
CCCn1nnc(NC(=O)C(c2ccccc2)c2ccccc2)n1 | 0.9 | 14 | 11 | -4 | 0.1 | 1.1 | 1 | -6 | 28 | -1
C=CCn1c(SCC(=O)NC(=O)NCCC)nnc1C1CCCCC1 | 1 | -3 | 15 | 4 | -0.5 | 1 | 1 | -4 | 1 | -2
COc1ccc(-c2cc(CCCC(=O)N3CCN(c4ccc(OC)cc4)CC3)no2)cc1 | 1 | -3 | -5 | 0 | 4.6 | 1 | 1 | -2 | -4 | -13
CCc1nnc(NC(=O)c2cnccn2)s1 | 1.1 | -8 | -4 | -2 | 0.3 | 1 | 1 | -3 | -10 | -2
Cc1ccc([N+](=O)[O-])cc1NC(=O)c1ccc2c(c1)OCO2 | 1.1 | -10 | 26 | -4 | 4.0 | 1.1 | 1 | -7 | -1 | -9
Cc1nnc(SCC(=O)Nc2ccc(S(=O)(=O)N3CCCC3)cc2)n1N | 1.1 | -9 | 3 | -4 | 1.1 | 1 | 1 | -5 | -6 | -10

Among those listed so far, these have a thiophene ring, fused or not.
SMILES | bIAP act | bIAP inhibitor | APP 5UTR inh | FLuc inhib CS | RAM network inh | TNAP act hiacc | FLuc act counter | TNAP inh hi DEA | L major viab | TNAP inh no acc
COc1cc(NC(=O)c2cc(-c3cccs3)on2)cc(OC)c1OC | 0.9 | 13 | 2 | -3 | -0.3 | 1 | 1 | -1 | -7 | -2
O=C(COC(=O)Cc1ccc(S(=O)(=O)N2CCOCC2)s1)NCc1ccccc1 | 1 | 1 | -5 | -6 | 2.4 | 1 | 1.1 | -4 | -9 | -10
Cc1sc2ncnc(NCC3CCCO3)c2c1C (stereo not given) | 1 | 1 | -7 | -3 | 1.2 | 1 | 1 | -1 | 34 | -8

Not a hit list; any-hit rate near 13%.
